MEX-5 binding – C. elegans MEX-5 TCR-2 RNA binding activity; Q9XUB2; MEX-5/FITC-TCR2 RNA binding, fluorescence polarization; stronger effect = lower value; activity score (negative = inhibition of binding), % at 10 µM; 0.38% of 300,000 active;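 active = inhibition past about -25% in most replicates, and total fluorescence under double the plate's negative control median, limit read from the data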;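 note: 0% = DMSO and -100% = 5 µM competing unlabeled TCR2 RNA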
Target sequence (Q9XUB2 whole entry, looked up): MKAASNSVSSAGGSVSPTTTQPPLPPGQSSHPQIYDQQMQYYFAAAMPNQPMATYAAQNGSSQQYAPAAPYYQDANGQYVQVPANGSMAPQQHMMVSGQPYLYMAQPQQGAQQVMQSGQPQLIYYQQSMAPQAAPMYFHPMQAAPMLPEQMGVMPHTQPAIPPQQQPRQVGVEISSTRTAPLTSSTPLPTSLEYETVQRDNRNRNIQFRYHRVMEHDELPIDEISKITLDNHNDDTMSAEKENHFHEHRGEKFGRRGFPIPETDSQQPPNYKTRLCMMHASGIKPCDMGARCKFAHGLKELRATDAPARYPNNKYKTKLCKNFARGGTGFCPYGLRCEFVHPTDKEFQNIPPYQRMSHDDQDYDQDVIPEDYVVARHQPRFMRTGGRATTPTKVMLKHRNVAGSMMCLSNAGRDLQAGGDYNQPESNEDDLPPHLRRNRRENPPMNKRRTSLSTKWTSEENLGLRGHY
Efflux pump inh – blocks antifungal efflux pumps in multiplex yeast assay. inhibition, % at 10 µM. 0.44% of 330,000 active. AID 485275. S. cerevisiae Candida pump triplex, Nile Red efflux;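 active = plate passing quality check with inhibition over a set limit, or well fluorescence over plate mean plus 4 SD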;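 note: Nile Red retained in pooled yeast measured as flow cytometry median fluorescence; 0% = buffer negative control and 100% = Enniatin B positive control; higher means more Nile Red kept so more efflux inhibition; some compounds called inactive have numbers as strong as hits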
PME-1 inh – blocks human protein phosphatase methylesterase 1; AID 2130; recombinant PME-1, FP-Rh probe fluorescence polarization; Q9Y570; 0.53% of 320,000 active; inhibition, % at 5.9 µM;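 active = inhibition above the campaign mean of all compounds plus 3 SD, cut at about 26% in these data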;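 note: competitive labeling of PME-1 active site by serine hydrolase directed probe; 0% = PME-1 with DMSO and 100% = wells lacking PME-1 enzyme; inhibitors block probe labeling so polarization falls and inhibition rises; many of its hits are not listed in these tables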
GLD-1 TGE inh – GLD-1-TGE RNA interaction inhibition (C. elegans); purified GLD-1 + fluorescein TGE RNA, fluorescence polarization; 0.44% of 320,000 active; Q17339; inhibition, % at 5.96 µM;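 active = percent inhibition above a per-plate cutoff, the plate mean of test compounds plus 3 SD, cut at about 30% in these data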;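 note: 0% = DMSO wells with GLD-1 and probe and 100% = wells lacking GLD-1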
Target sequence (Q17339 whole entry, looked up): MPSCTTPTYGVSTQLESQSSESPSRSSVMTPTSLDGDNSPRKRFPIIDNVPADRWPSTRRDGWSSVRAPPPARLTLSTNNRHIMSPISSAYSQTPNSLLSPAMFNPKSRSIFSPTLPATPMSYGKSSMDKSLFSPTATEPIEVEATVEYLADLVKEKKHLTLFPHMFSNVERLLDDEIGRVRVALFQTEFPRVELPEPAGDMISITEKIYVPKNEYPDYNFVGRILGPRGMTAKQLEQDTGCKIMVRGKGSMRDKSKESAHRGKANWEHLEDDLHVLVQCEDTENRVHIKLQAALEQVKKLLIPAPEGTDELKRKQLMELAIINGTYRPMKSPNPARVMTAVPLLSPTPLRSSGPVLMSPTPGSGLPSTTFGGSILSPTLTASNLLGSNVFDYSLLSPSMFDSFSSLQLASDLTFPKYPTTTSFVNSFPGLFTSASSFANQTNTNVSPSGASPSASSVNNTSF
BCLXL inh – Bcl-xL (human) inhibition | Q07817 | GST-Bcl-xL / FITC-Bim BH3 peptide fluorescence polarization | inhibition, % at 10.9 µM | 0.7% of 320,000 active | AID 2129;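 active = inhibition above the mean of all tested compounds plus 3 SD, cutoff set per campaign, cut at about 30% in these data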;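 note: 0% = DMSO wells and 100% = unlabeled Bim-BH3 peptide competitor; inhibitors lower millipolarization by displacing the labeled peptide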
VLA-4 inh – inhibition in a human VLA-4 binding assay. P13612. VLA-4 expressing cells, ligand binding flow cytometry. inhibition, % (about 7 µM as worked out from the volumes in the protocol). 0.2% of 330,000 active. AID 2557; in the data active = inhibition above about 50%
Fam108B counter – counter-screen for RBBP9 inhibitors: inhibitors of mouse Fam108B; inhibition, % at 9.51 µM; 0.33% of 300,000 active; recombinant Fam108B, FP-Rh probe fluorescence polarization; AID 1947;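 active = inhibition above the screen mean inhibition plus 3 SD, computed separately per campaign, cut at about 18% in these data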;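 note: inhibitors lower polarization as less probe binds the enzyme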
MCL1 BIM primary – inhibitors of human MCL1 binding to BIM-BH3 peptide | AID 2057 | inhibition, % at 10.9 µM | Q07820 | GST-MCL1 / FITC-Bim-BH3 fluorescence polarization | 0.68% of 320,000 active;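 active = inhibition above the mean inhibition of all tested compounds plus 3 SD, set per campaign, cut at about 40% in these data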;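 note: 0% = DMSO wells and 100% = unlabeled Bim-BH3 peptide control; higher means more loss of mP so more displacement of Bim peptide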
GRK2 inh – human GRK2 inhibition via aptamer displacement | bead flow cytometry, FAM-aptamer displacement from GRK2 | inhibition of aptamer binding, % at 10 µM | 0.59% of 330,000 active;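 active = inhibition of aptamer binding above 40%, roughly 3 SD of noise, on plates passing a quality check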;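 note: median bead fluorescence of bound FAM aptamer so fluorescent compounds give negative values; no value below 0 was filed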
The depositor's hits bear a star; x = no result given.

SMILES	MEX-5 binding	Efflux pump inh	PME-1 inh	GLD-1 TGE inh	BCLXL inh	VLA-4 inh	Fam108B counter	MCL1 BIM primary	GRK2 inh
Nc1nc(-c2ccc(Br)cc2)c(S(=O)(=O)c2ccccc2)s1	-2.8	0.4	-5	2	8	-5	5	4	0
COC(=O)/C=c1/s/c(=C(\C#N)C(=O)NCc2ccco2)n(-c2ccc(C)cc2)c1=O	-17	0.0	-11	-23	-29	1	-10	-68	0
O=C(NCC1CCCO1)c1cc(-c2ccccc2F)no1 (stereo unspecified)	-2.3	0.0	0	9	6	5	-1	4	3
COc1ccc(CNC(=O)c2noc(C(C)C)c2[N+](=O)[O-])cc1	2.9	-0.2	3	-1	-1	13	3	2	0
CC(=O)NCc1c(Cl)cccc1-n1cccc1	2.6	0.1	2	4	4	15	-1	2	1
CC(=O)N1c2ccc(S(=O)(=O)N(C)CC(=O)NCc3ccccc3)cc2CC1C (stereo unspecified)	-2.3	0.0	5	-1	2	1	0	2	0
O=C(CSc1nc2ccccc2[nH]1)Nc1ccc2c(c1)OCCO2	0.5	0.2	-17	-7	-13	18	-9	-3	0
O=c1ccsn1Cc1ccccc1	-2.0	0.0	6	2	10	18	-4	15	0
Cc1ccc(S(=O)(=O)CCc2nc3ccccc3[nH]2)cc1C	0.3	0.0	-1	1	7	2	-7	7	0
COc1ccccc1/C=C/C(=O)OCC(=O)NC(=O)NC1CCCC1	x	0.3	x	0	x	-1	x	x	1
C[C@]12CCC3c4ccc(O)cc4CCC3C1CC/C2=N\N (stereo partly specified)	-0.2	0.0	-4	11	0	3	-1	-1	2
Cc1csc(SCC(=O)Nc2cc(S(=O)(=O)N(C)C)ccc2C)n1	0.8	0.1	5	-3	2	9	3	1	36
Cc1ccc(S(=O)(=O)NCC(c2ccco2)N2CCOCC2)cc1 (stereo unspecified)	2.0	0.1	-1	0	0	5	-5	11	1
Cc1ccc(CCNC(=O)c2cc(-c3ccncc3)nc3ccc(S(=O)(=O)N4CCOCC4)cc23)cc1	-3.0	0.3	1	6	8	1	-11	4	0
Cc1ccc(/C=N/NC(=O)Cn2cncn2)cc1	-1.1	0.2	-9	0	2	2	-3	1	9
CCN(Cc1ccccc1)C(=O)COC(=O)Cn1cnc2ccccc21	1.6	0.0	3	2	6	-3	-2	2	4
COc1cccc(N/C(N)=N/c2nc(C(F)(F)F)cc(=O)[nH]2)c1	-1.8	1.3	5	4	0	0	-10	-4	7
N#CCC(=O)N/N=C/c1ccc(OC2CSC2)cc1	-0.9	-0.1	-5	-4	0	-36	2	8	0
COc1ccc(CN2C(=O)CN(C3CCCCCC3)C(=O)C2c2ccc(F)cc2)cc1 (stereo unspecified)	0.6	0.1	0	7	2	3	0	2	3
O=C(CCS(=O)(=O)c1ccccc1)NNC(=O)COc1ccc(F)cc1	x	-0.1	x	4	x	-4	x	x	0
COc1ccccc1NC(=O)/C(N=Nc1ccc(C)c(S(=O)(=O)Nc2ccccc2Cl)c1)=C(\C)O	x	0.5	x	1	x	12	x	x	0
Cc1cc([N+](=O)[O-])c(NC2CCCCC2)c([N+](=O)[O-])c1	0.6	0.0	1	-1	-1	-8	5	-7	3
CCC1CCCCN1S(=O)(=O)c1ccc(-n2cnnn2)c(C)c1 (stereo unspecified)	-2.5	0.0	-5	5	4	8	1	2	1
COC(=O)C1=C(C)N(Cc2ccccc2)C(=O)N[C@H]1c1ccccc1	2.9	0.2	5	4	0	-7	3	6	1
CCOC(=O)c1ccc(NC(=O)CSc2nnc(C3CC3)n2C)cc1	2.7	0.1	-6	0	-3	18	-3	-5	0
O=C(NCc1ccc(Cl)cc1)c1n[nH]c([N+](=O)[O-])c1Cl	3.0	-0.2	5	-3	2	36	1	-1	1
COc1ccc(CC(=O)OCc2cc(=O)n3cc(Br)ccc3n2)cc1OC	1.9	0.1	7	-11	4	14	-2	6	0
CCn1c(CSc2nc3ccccc3s2)nnc1SCC(=O)c1ccc(O)cc1O	-2.0	-0.1	-2	1	-1	-12	-2	-1	3
Cn1nnnc1SCC(=O)c1ccc(Br)s1	-0.1	0.0	-5	2	-10	6	-3	-11	3
CCOc1cc(CNc2ccc(N3CCCCC3)cc2)cc(Br)c1OCC(=O)NC(C)(C)C	0.4	0.3	-1	7	15	3	-2	14	0
COC(=O)c1ccc([C@@H]2C[C@H]3CN(Cc4cccnc4)C(=O)[C@]34CCCN24)cc1	-0.4	-0.1	-3	3	4	21	2	2	0
Cc1cccc2nc(-c3ccco3)oc(=O)c12	-0.4	0.0	11	3	5	12	7	7	3
CCN(CC)c1ccc2c(c1)oc(=O)c1c(Cl)cc(=O)oc12	-0.2	-0.1	1	-112	-10	-136	10	-29	5
CCc1nnc(NC(=O)CSc2nc3cccnc3n2C2CCCCC2)s1	1.3	0.1	-1	-2	-4	4	-1	-4	0
CCc1ccc(/C=C(\Cl)c2nc3cc(Cl)ccc3c(=O)[nH]2)cc1	-4.5	-0.1	1	2	-3	-21	-2	-2	0
CC(C)Cn1c(N)c(/C=N/NC(=O)c2ccc(Cl)cc2)c(=O)n(C)c1=O	-1.0	-0.1	-1	2	7	-3	0	15	0
CC1CCN(c2ccc3nnc(CCC(=O)Nc4ccc(F)cc4)n3n2)CC1	0.4	-0.1	-3	-3	1	8	-2	3	18
CNc1ccc(/C=C(\C#N)c2ccccn2)cc1[N+](=O)[O-]	-5.9	0.0	-1	15	37*	-5	-4	40*	0
C=CCOc1ccccc1C1C2=C(CC(C)(C)CC2=O)Nc2c1c(=O)n(C)c(=O)n2C (stereo unspecified)	-0.5	0.0	11	5	8	2	1	1	0
CCC(CO)NCc1ccc2c(c1)n(C)c(=O)n2C (stereo unspecified)	-1.2	0.0	3	-4	2	6	3	9	1
CC1CCN(S(=O)(=O)N2CCC(C(=O)NCc3cccs3)CC2)CC1	-2.4	0.0	1	9	1	3	2	-7	0
C/C=C/C(=O)Nc1nnc(-c2ccccc2C)s1	-0.9	-0.1	3	-7	2	6	0	2	4
C[N+]1(C)CC2([N+](=O)[O-])CC=C(Oc3ccccc3)C([N+](=O)[O-])(C2)C1 (stereo unspecified)	-0.6	-0.1	-10	-1	-12	-1	-3	-25	0
Cn1c(=O)c2c(nc(SCCN3CCCCC3)n2C)n(C)c1=O	-2.0	-0.1	1	5	2	13	2	-1	0
CCS(=O)(=O)c1nc(S(=O)(=O)c2ccc(C)cc2)c(N2CCN(CCO)CC2)s1	-3.3	0.1	4	-1	3	-3	0	5	0
CCCNC(=O)CN1C(=O)c2ccccc2Sc2ncccc21	0.9	0.1	-7	8	8	0	-3	4	0
CCOc1ccc(Nc2nnc(SCc3nc4ccccc4c(=O)[nH]3)s2)cc1	-2.7	0.2	-4	3	-6	-6	-7	-20	0
COc1c(C)cc(C(=O)C2CCCN(C(=O)C3=C(C)OCCO3)C2)cc1C (stereo unspecified)	-1.8	0.0	-3	0	-5	3	1	-3	0
Cc1ccc2c(CC(=O)NCC(=O)Nc3c(C)cccc3C)coc2c1	1.4	0.1	1	2	3	3	1	2	5
CC(C)(C)NC(=O)/C(=C\c1ccc(Br)cc1)NC(=O)c1cccs1	1.3	-0.2	1	-5	12	2	3	0	3
CCCc1nc2sc3c(=O)[nH]cnc3c2c2c1CCCC2	0.8	-0.2	4	0	4	-4	-2	7	0
CCOC(=O)C1=C(C)Nc2ccccc2N=C1NC(=O)C1CCN(C(=O)c2ccccc2C)CC1	x	-0.3	x	5	x	-8	x	x	1
COc1ccc(NC(=S)NCc2cccnc2)cc1	-5.9	0.1	2	-2	7	7	3	5	1
O=C(O)C(=O)Nc1nc(-c2ccc3c(c2)OCCO3)cs1	-1.0	0.0	0	3	8	4	7	2	0
Cc1cc[n+](-c2[nH]c(=O)sc2/C=N/N=C(\[O-])c2ccncc2)cc1	-23	-0.2	-11	20	38*	4	0	49*	8
COCCCNC(=O)Cn1nnc(-c2ccccc2NC(=O)c2ccccc2F)n1	-0.3	0.1	-1	1	1	36	1	-3	3
S=c1[nH]nc(-c2ccco2)n1-c1cccc2ccccc12	-3.6	-0.2	-1	-9	-10	-7	9	-12	1
Cc1cccc(NCCC#N)c1	-0.2	0.4	5	3	1	8	1	4	3
N#CCC(CNc1ncc(C(F)(F)F)cc1Cl)OC(=O)c1cccc([N+](=O)[O-])c1 (stereo unspecified)	0.9	-0.2	6	10	4	8	2	3	0
O=C1CSC(c2cn(-c3ccccc3)nc2-c2cccs2)N1Cc1ccccc1 (stereo unspecified)	2.9	-0.3	-1	7	3	12	5	2	0
Continued.
SMILES	MEX-5 binding	Efflux pump inh	PME-1 inh	GLD-1 TGE inh	BCLXL inh	VLA-4 inh	Fam108B counter	MCL1 BIM primary	GRK2 inh
CCOc1ccc(S(=O)(=O)N2CCOCC2)cc1NC(=O)CSCC(=O)Nc1ccc(C)cc1	-1.8	-0.1	5	3	-10	-3	4	-16	5
C#Cc1ccc(C(=O)Nc2ccc(N3CCC(C)CC3)c(C(N)=O)c2)cc1	5.0	-0.1	3	0	4	1	3	8	0
O=C(Nc1cccc2ccccc12)c1cccc([N+](=O)[O-])c1	1.7	-0.2	4	3	2	7	9	-3	0
CCn1c(SCC(=O)Nc2cc3oc4ccccc4c3cc2OC)nnc1-c1cccs1	-0.7	0.0	0	2	2	2	-1	4	2
C/C(=N\NS(=O)(=O)c1ccc(C)c([N+](=O)[O-])c1)c1cc2ccccc2o1	1.0	-0.1	-4	10	-1	-4	2	0	3
COc1ccc(Cc2nc3ccc(C(=O)N(C)CCn4ccnc4)cc3o2)cc1OC	-2.8	0.1	-2	9	0	7	0	6	2
O=C(Cc1ccc(Cl)c(Cl)c1)Nc1ccc(SC(F)F)cc1	2.3	0.0	-20	1	4	5	-23	2	3
OCCN1CCN(C(=S)Nc2cccc(C(F)(F)F)c2)CC1	-0.2	-0.2	-9	2	6	12	0	7	0
O=C(Cn1cccc1C(=O)c1ccccc1)NCCC1=CCCCC1	-1.0	0.1	-4	2	0	-8	5	4	2
CC1CC(C)CN(CCC(=O)Nc2cccc(Cl)c2)C1 (stereo unspecified)	6.5	0.0	4	-2	4	0	2	4	0
CN(C)S(=O)(=O)c1cc(NC(=O)COC(=O)Cc2cccc3ccccc23)ccc1Cl	0.2	-0.7	15	0	2	22	-41	-3	2
O=S(=O)(Nc1ccccc1O)c1ccc(-c2ccccc2)cc1	-14	0.1	-13	7	0	-8	-4	0	0
CC1(C)C(=O)Nc2ccccc2N1C(=O)COC(=O)CSc1ccc(Cl)cc1	x	0.1	4	2	3	5	x	9	0
O=C(Nc1nncs1)C1CC(=O)N(CCc2ccc(F)cc2)C1 (stereo unspecified)	0.5	-0.5	0	3	1	-1	0	5	0
CC1CCCC(NC(=O)C2c3ccccc3C(=O)N2Cc2cccs2)C1C (stereo unspecified)	0.9	0.0	0	6	6	1	-4	0	2
CCCCOC(=O)/C=C/c1ccc(OC(=O)OC)c(OC(=O)OC)c1	-1.6	0.1	3	1	2	13	0	4	1
Cc1ccc(-c2c3c(=O)n(C)c(=O)n(C)c3cn2N2CCOCC2)cc1	2.4	0.1	7	-1	0	-7	-3	-5	1

Retrieved by structure from the list above, 2 records:
SMILES	MEX-5 binding	Efflux pump inh	PME-1 inh	GLD-1 TGE inh	BCLXL inh	VLA-4 inh	Fam108B counter	MCL1 BIM primary	GRK2 inh
Cc1ccc(-c2c3c(=O)n(C)c(=O)n(C)c3cn2N2CCOCC2)cc1	2.4	0.1	7	-1	0	-7	-3	-5	1
O=C(Cn1cccc1C(=O)c1ccccc1)NCCC1=CCCCC1	-1.0	0.1	-4	2	0	-8	5	4	2

Screens: PubChem BioAssay, several laboratories

These rows are one share of the data (hit frequency here may not be typical).
